# Assay outcomes (PubChem)
# AI-2 QS modul: modulators of Vibrio harveyi AI-2 quorum sensing system | 0.4% of 300,000 active | activity change, % at 7.5 µM | Vibrio harveyi JMH597 AI-2 luminescence/OD600 ratio, 9 h; active compounds read low; strain lacks LuxN and CqsS sensors; 0 = neutral-control median; in the data active means activity change below about -75%, passing the limit was not always enough; inconclusive means no clear call, values can overlap the other calls;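 further: luminescence divided by OD600 gain over 9 h not by final OD600 alone; inactives centre near 13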
# GSK3 alpha inh: blocks human GSK-3 alpha kinase; P49840; ADP-Glo luminescence, 60 min; inhibition, % at 10 µM; 0.1% of 320,000 active;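 in the data active means inhibition above about 50%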;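 further: GST-tagged GSK-3 alpha with peptide substrate and 25 µM ATP; 0% = DMSO neutral wells and 100% = GW8510 positive control wells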
# Target sequence (P49840 whole entry, looked up): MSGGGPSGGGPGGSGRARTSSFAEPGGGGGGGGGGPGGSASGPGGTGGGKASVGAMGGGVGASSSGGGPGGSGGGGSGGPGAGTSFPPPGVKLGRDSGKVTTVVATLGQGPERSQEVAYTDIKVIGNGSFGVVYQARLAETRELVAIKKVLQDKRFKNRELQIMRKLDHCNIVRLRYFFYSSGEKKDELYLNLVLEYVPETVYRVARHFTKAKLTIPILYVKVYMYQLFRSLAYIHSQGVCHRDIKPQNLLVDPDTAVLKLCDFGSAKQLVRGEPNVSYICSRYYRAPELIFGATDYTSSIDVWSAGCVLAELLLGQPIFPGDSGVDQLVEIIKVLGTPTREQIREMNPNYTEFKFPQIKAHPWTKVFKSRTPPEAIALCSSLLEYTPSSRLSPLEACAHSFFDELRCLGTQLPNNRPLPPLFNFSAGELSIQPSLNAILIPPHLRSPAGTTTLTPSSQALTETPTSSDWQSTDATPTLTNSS
# IEC-6 tox: IEC-6 cytotoxicity, counter-screen for KLF5 inhibitors | luminescence viability | inhibition, % at 5 µM | 0.78% of 290,000 active; in the data active means inhibition above about 22%;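 further: 0% = plate median of test compound wells and 100% = cytotoxic reference compound wells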
# KLF5 inh: suppresses KLF5 promoter-driven expression. DLD-1 KLF5 promoter-luciferase reporter, luminescence. inhibition, % at 5 µM. 0.23% of 290,000 active;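 active means inhibition above a per-plate limit of that plate's mean compound inhibition plus 3 SD, cut at about 60% in these data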;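 further: 0% = DMSO wells and 100% = LY294002 at 200 µM; higher means less KLF5 promoter-driven luciferase light; inactives centre near -14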
# aSyn 5UTR inh: MLPCN primary screen, SNCA 5' untranslated region; alpha-synuclein 5'UTR reporter, inhibitor activity; inhibition, % (tested at 7.5 µM); 0.82% of 300,000 active; AID 1813; in the data active means inhibition above about 60%; inconclusive means no clear call, values can overlap the other calls;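 further: H4 neuroglioblastoma cells stably carrying SNCA 5'UTR luciferase fusion; 0% = DMSO wells and 100% = positive control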
# HSF1 activator: increases HSF-1 driven luciferase reporter signal | NIH3T3-HGL HSF-1 luciferase reporter, MG132, 8 h; 100% = twice DMSO control signal | activation, % at 9 µM | 1.7% of 300,000 active | AID 504408;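 active means mean replicate activation of at least 50% with a set share of replicates each reaching 50%; inconclusive means only one of those two conditions met; inactive means mean below 50% and too few replicates reaching it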;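 further: 0% = median of the neutral control wells and 100% = twice that signal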
# HSF1 inh: HSF1 inhibition | 0.77% of 300,000 active | activity change, negative = inhibition, % at 7.5 µM (by protocol) | NIH3T3-HGL HSE-luciferase, MG132-induced, luminescence 8 h; active compounds read low | AID 2098;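 active means more than half of replicate wells show activity change below -50%, luminescence cut by over half; inconclusive means some wells, but at most half, below -50%; inactive means no replicate well below -50%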;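 further: luciferase reports HSF-1 transcriptional activity via heat shock element; 0% = median of DMSO wells and -100% = zero luminescence signal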
# HIF act: HIF pathway transcriptional activation; activation, % at 7.5 µM (by protocol); U2OS HRE-luciferase reporter, luminescence; normalized: DMSO 0%, desferrioxamine 100%; 0.32% of 300,000 active;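 active means mean activation of at least 10% of the iron chelator positive control signal, with at least half of replicates also reaching 10%; inconclusive means mean and replicate majority disagree about reaching 10%; inactive means mean and most replicates under 10%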
# HSP90 refold inh: HSP90 refolding inhibition in rabbit reticulocyte lysate; AID 1789; luciferase refolding luminescence, 3 h; inhibition, % at 5.6 µM; 0.91% of 290,000 active;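 active means inhibition above the screen-wide mean plus 3 SD, computed separately per campaign, cut at about 16% in these data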;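 further: 0% = DMSO wells and 100% = 60 µM geldanamycin wells; inhibitors lower the luminescence because luciferase stays unfolded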
# GSK3beta inhib: human GSK3beta kinase inhibition; P49841; GST-GSK3beta kinase, ADP-Glo luminescence, 60 min; active compounds read low; activity score (negative = inhibition), % at 10 µM; 0.038% of 300,000 active;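 active means more than half of replicate wells score below -50%, meaning over 50% inhibition versus plate controls; inconclusive means some replicates but at most half score below -50%; inactive means no replicate scores below -50%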;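 further: 0% = median DMSO wells and -100% = median GW8510 positive control wells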
# Target sequence (P49841 whole entry, looked up): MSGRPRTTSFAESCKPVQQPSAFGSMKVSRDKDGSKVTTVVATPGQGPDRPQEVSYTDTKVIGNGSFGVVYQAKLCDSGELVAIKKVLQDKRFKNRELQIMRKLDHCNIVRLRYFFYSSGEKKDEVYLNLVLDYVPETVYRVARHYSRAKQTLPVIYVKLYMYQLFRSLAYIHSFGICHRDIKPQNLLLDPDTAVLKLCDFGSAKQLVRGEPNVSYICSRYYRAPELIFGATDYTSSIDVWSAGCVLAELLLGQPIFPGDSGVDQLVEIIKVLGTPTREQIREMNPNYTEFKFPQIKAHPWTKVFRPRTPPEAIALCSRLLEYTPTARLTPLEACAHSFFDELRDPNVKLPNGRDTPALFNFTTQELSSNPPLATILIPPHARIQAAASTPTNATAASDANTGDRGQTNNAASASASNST
#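 Test system – GST-tagged human GSK3beta kinase, cell-free · Incubation – 60 min enzyme reaction, room temperature · Signal – ADP-Glo luminescence · Also added – peptide substrate and ATP at 25 µM · Controls – DMSO neutral wells and GW8510 at 20 µM as positive · Buffer or medium – Tris/MgCl2 kinase buffer · Measure – Luminescence-derived activity versus plate DMSO and GW8510 wells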
# * hit, by the source's call; ? = inconclusive; . = no result given.
molecule,GSK3beta inhib,HSP90 refold inh,HSF1 activator,GSK3 alpha inh,AI-2 QS modul,HSF1 inh,HIF act,KLF5 inh,aSyn 5UTR inh,IEC-6 tox
CSc1c(CC(=O)NCCCO)n(Cc2ccccc2)c2ccccc12,1.3,-0.3,5.5,-0.6,24.6,-5.5,0.0,-21.8,2.9,1.8
O=C(NC(c1ccccc1)c1ccccc1)N1CCOCC1,-0.3,1.1,-7.9,1.3,6.8,6.1,0.3,-7.5,-0.6,-8.9
Cc1ccc(S(=O)(=O)NCCNC(=O)CN2CCOCC2)cc1,0.1,-2.2,-5.9,-5.1,19.0,-7.1,0.2,-5.3,21.6,3.8
CCOC(=O)C(=CNc1nc(-c2ccccc2)c(C(=O)Nc2ccc(-c3ccccc3)cc2)s1)C(=O)OCC,-1.8,-0.7,-8.3,-4.0,21.9,-4.2,-0.5,-24.4,-32.2,1.2
CC/C(=N\NC(=O)C1CC1)c1cccc(Cl)c1,2.2,-0.6,19.2,0.6,6.0,2.0,0.4,0.9,-13.1,1.7
CC(C)CCNC(=O)c1onc(CSc2ccccc2)c1C(=O)NCCC(C)C,0.9,.,8.1,-3.2,18.3,3.3,-0.9,.,10.1,.
Brc1ccc(CNc2ccc3ncccc3c2)cc1,4.2,9.8,79.4*,1.4,-56.4,47.1,3.7,-163.0,-193.7,6.5
Cc1ccccc1NCc1nnc2n1CCCCC2,-0.5,-0.4,3.6,-2.8,14.4,-7.7,-0.1,-11.1,7.5,-4.4
Cc1ccc(S(=O)(=O)c2c(N)n(C)c3nc4ccccc4nc23)cc1,1.7,-1.9,46.2,0.6,5.4,27.9,0.3,13.1,21.0,-3.5
Cc1nc(NC(=O)c2ccccc2O)sc1C,-2.6,3.9,12.7,-1.8,3.8,6.2,1.6,-136.7,-127.6,-0.3
COc1cc(NC(=O)c2cccc(NC3=NC4CS(=O)(=O)CC4S3)c2)cc(OC)c1OC (stereo unspecified),-2.2,-4.7,-11.1,0.5,23.2,-2.2,-0.3,-7.7,1.7,7.8
COc1ccc(NCc2nnc(SCC(=O)Nc3cc(C(F)(F)F)ccc3Cl)o2)cc1,-1.5,4.5,-67.4,-1.3,6.6,-59.7*,1.2,12.8,-62.9,-0.9
CN(C)CC/C=C1/c2cc(F)ccc2CSc2ccc(F)cc21,-4.8,2.0,-2.7,1.5,4.7,-3.2,-1.1,11.8,-26.5,-1.4
CCn1cc(/C=C(\NC(=O)c2ccc(C)cc2)C(=O)NCCN2CCOCC2)c2ccccc21,0.1,3.3,9.1,.,19.3,-2.1,-5.0,-18.6,-3.2,1.3
CCCc1nnc(NC(=O)C2CC(=O)N(CCc3ccc(F)cc3)C2)s1 (stereo unspecified),9.8,0.5,3.7,-4.3,27.5,-0.2,0.3,-3.1,-10.2,1.3
O=C(CCN1CCCCCC1)Nc1ccc2c(c1)OCCO2,-5.7,3.7,23.5,5.7,12.9,1.3,2.2,5.0,-18.3,2.2
N#Cc1sc(NCc2ccccc2)nc1Cl,1.3,3.3,15.9,-4.5,0.8,10.6,0.5,-27.3,-50.2,-6.5
Cc1oc(-c2ccccc2)cc1C(=O)NCc1ccncc1,2.9,2.0,13.5,-4.3,23.3,-0.2,0.4,9.2,-7.8,2.4
Cc1ccc(Nc2nc3c([nH]2)c(=O)n(C)c(=O)n3C)cc1,0.1,2.9,0.0,-0.3,13.0,-1.2,0.5,-9.1,-57.9,5.4
CC(=O)C[C@H]1c2cc(C(F)(F)F)ccc2S(=O)(=O)N1Cc1ccccc1,-2.0,.,3.8,-1.7,0.4,-3.6,0.2,.,4.0,.
COC(=O)c1ccc(NC(=O)Cn2nnc3ccccc32)cc1,3.0,-2.9,32.8,-1.3,?,15.7,3.0,-111.7,-174.1,-4.8
O=S(=O)(c1cccc2nsnc12)N1CCN(Cc2ccccc2)CC1,0.5,0.4,-9.2,-1.9,4.5,-0.8,0.9,-12.8,-3.9,4.0
CCOC(=O)C1CCCN(c2c(NCCCN(CC)c3ccccc3)c(=O)c2=O)C1 (stereo unspecified),-2.1,5.7,-3.8,.,1.2,-5.7,0.2,18.6,5.3,2.1
Cc1onc(-c2ccccc2)c1C(=O)Nc1ccc(S(=O)(=O)NC2=NCCCCC2)cc1,-0.1,-2.7,31.5,0.2,20.2,8.0,-0.1,10.0,-6.1,-8.1
COc1ccc(C2c3ccc(O)cc3Oc3ncn(CCN4CCOCC4)c(=N)c32)cc1 (stereo unspecified),-1.9,-2.5,20.4,-1.5,19.8,-0.2,-0.6,-9.2,10.9,3.9
CC(=O)Nc1cccc(N(C(=O)C2COc3ccccc3O2)C(C(=O)NC2CCCCC2)c2cn(C)nc2C)c1 (stereo unspecified),0.9,1.6,-13.4,-1.1,13.5,-0.5,0.1,-10.7,16.8,-0.1
Cc1ccc(C(=O)N2CCN(Cc3nc4sc5c(c4c(=O)[nH]3)CCCC5)CC2)cc1,2.1,10.9,-13.8,1.0,7.0,-8.8,0.4,-3.8,17.5,6.0
Cc1ccc(/C=N/N2CCN(C3c4ccccc4-c4ccccc43)CC2)s1,0.7,-1.2,4.4,-1.8,30.9,-2.7,-0.1,-5.9,14.4,2.0
CCOC(=O)C1CCCN(S(=O)(=O)c2cc(Br)cc3c2N(C(=O)C2CC2)CC3)C1 (stereo unspecified),-4.1,4.8,16.0,1.3,18.6,-1.4,-0.9,-18.1,-5.0,4.9
CC(=O)N1CCN(c2ccc(NC(=O)c3ccc(F)cc3)cc2)CC1,-4.4,-2.2,6.4,2.0,37.6,-0.8,-46.7,-65.8,-21.0,1.4
O=c1cc(-c2ccco2)nc(-c2cccs2)o1,3.4,-1.7,6.7,-0.6,-2.3,3.5,0.7,-12.4,-5.2,-15.2
Clc1ncccc1-c1nc2ccccc2n1Cc1ccccc1,1.7,-0.2,-12.4,-1.9,10.3,0.3,-0.4,-16.9,4.0,-2.1
COC(=O)c1ccccc1S(=O)c1snnc1C (stereo unspecified),0.7,2.4,4.4,-4.1,-4.1,3.4,-0.3,-8.2,-11.3,-2.3
O=S(=O)(N/N=C/c1ccccc1OCc1ccc(Cl)cc1)c1ccccc1,0.2,0.8,36.3,-4.0,32.7,20.4,2.7,-24.5,-52.6,-8.1
O=C1CC(c2ccccc2)CCc2sccc2N1 (stereo unspecified),0.6,-0.1,7.7,1.7,-50.4,6.1,.,-2.7,11.3,-2.1
Cc1ccn2c(=O)nc(SCC(=O)OCc3ccccc3)nc2c1,1.1,.,9.0,-2.2,15.4,1.7,-0.3,.,-21.5,.
O=C(NCCc1ccccc1Cl)C1CCC(=O)N(CC2CCCCC2)C1 (stereo unspecified),1.7,0.5,49.9,3.5,31.8,16.9,0.7,-5.1,3.6,4.6
CCC1CCc2sc(C(=O)OCC(=O)N(CCOC)c3c(N)n(Cc4ccccc4)c(=O)[nH]c3=O)cc2C1 (stereo unspecified),4.1,.,2.0,0.9,22.1,-3.9,-0.1,.,-20.1,.
CCc1nnc(NC(=O)c2sc3nc4c(cc3c2N)CCCCCC4)s1,0.5,-2.6,1.9,-1.0,14.8,6.0,-0.6,-54.6,-75.4,3.1
Cc1ccsc1CCNC(=O)C1CCC(=O)N(CCc2cccc(F)c2)C1 (stereo unspecified),3.2,-3.6,25.6,-2.2,21.9,19.1,5.8,-120.2,-102.3,-1.7
c1ccc2c(CSCc3nc4ccccc4[nH]3)cccc2c1,1.3,-0.2,-9.4,7.1,15.4,-2.5,0.1,-23.0,2.0,10.4
O=C(CNc1ccccc1F)N/N=C/C1CC=CCC1 (stereo unspecified),0.6,1.4,.,-2.1,23.5,.,.,-40.4,.,-2.7
Cc1cc(C)c2nc(C(F)(F)F)nc(NCCCN3CCCC3=O)c2c1,2.4,-3.3,7.9,-2.1,15.1,-0.3,0.7,-24.0,-15.6,0.0
COc1ccc(C2c3ccc4ccccc4c3Oc3ncn(CCN4CCOCC4)c(=N)c32)cc1OC (stereo unspecified),-2.4,9.6,7.3,3.3,-4.5,-0.2,-0.5,-20.7,105.4*,3.2
OC(COc1ccc(Cl)cc1)CN1CCC(Cc2ccccc2)CC1 (stereo unspecified),-3.1,-1.0,-1.6,-7.7,18.4,-5.3,1.6,-29.2,19.4,0.3
CCn1c(N2CCN(Cc3ccc([N+](=O)[O-])cc3)CC2)nc2ccccc21,1.7,-1.5,11.8,-3.6,63.9,14.1,1.3,-34.6,14.2,0.0
CCN(C(=O)Cn1c(=O)oc2ccccc21)c1ccc(C)c(C)c1,-2.7,-0.2,-14.7,0.6,16.6,-2.1,0.6,20.3,5.4,1.4
CCn1c(=O)c2ccccc2n(CC(=O)N2CCCc3ccccc32)c1=O,.,-1.6,-5.0,-1.9,13.3,-4.5,0.3,-19.9,9.2,2.1
COc1ccc(CC(=O)NC(c2ccccc2)c2ccccc2)cc1S(=O)(=O)N1CCOCC1,-0.3,2.6,-1.3,0.9,2.0,8.8,-0.8,-31.4,15.5,-4.4
Cc1cc(C)cc(C(=O)NCC(=O)OCC(=O)NCC(F)(F)F)c1,1.5,0.6,6.6,-0.1,23.9,-1.9,0.0,9.3,19.9,-0.6
O=C(NC1CCCCC1)c1ccc2c(c1)OCCO2,0.3,0.7,33.0,-0.3,-0.9,15.2,1.4,-70.8,-82.4,5.5
C=CCn1c(SCC(=O)Nc2c(C)n(C)n(-c3ccccc3)c2=O)nc2sc(C)c(C)c2c1=O,0.4,2.0,-7.3,-3.6,8.7,-1.8,-0.4,-28.6,19.7,-2.7
Cc1ccc(NC(=O)CC(C)CC(=O)NCc2ccccc2)cc1Cl (stereo unspecified),-2.1,-1.9,-0.2,-0.3,25.8,2.1,-0.5,-38.7,24.2,4.6
COC(=O)C1=CN(c2ccc(OC)cc2)C=C(C(=O)OC)C1c1ccc([N+](=O)[O-])cc1,0.0,4.1,18.5,3.6,1.4,0.8,-0.1,1.4,0.4,4.0
NS(=O)(=O)c1ccc2nc(NC(=O)C3=COCCO3)sc2c1,-1.2,-5.0,?,2.0,29.6,8.0,0.5,-95.4,-2.7,-0.4
O=C1/C(=C\c2ccc(Br)o2)Cc2ccccc21,1.8,-2.4,59.4*,-1.5,5.0,16.0,0.9,1.5,-28.2,-11.0
